PTEN del growth: suppresses growth of cells with PTEN deletion | HCT116 PTEN-null viability, CellTiter-Glo, 60 h; hits give low values | viability, % at 10 µM | 140,000 tested, 1.2% active | AID 827;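 active = viability at or below a set limit, 4 SD under the median of all tested compounds, cut at about 3.7% in these data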;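 note: PTEN knockout HCT116 line with beta catenin targeted HCT116 as companion control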
NPY-Y2 antag: NPY-Y2 (human) receptor antagonism; inhibition, % at 2.7 µM; NPY-Y2 expressing cells, antagonist mode; 140,000 tested, 0.99% active; AID 793; in the data active = inhibition above about 17%;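 note: 0% = vehicle with agonist challenge and 100% = reference antagonist with challenge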
Target sequence (P49146 whole entry, looked up): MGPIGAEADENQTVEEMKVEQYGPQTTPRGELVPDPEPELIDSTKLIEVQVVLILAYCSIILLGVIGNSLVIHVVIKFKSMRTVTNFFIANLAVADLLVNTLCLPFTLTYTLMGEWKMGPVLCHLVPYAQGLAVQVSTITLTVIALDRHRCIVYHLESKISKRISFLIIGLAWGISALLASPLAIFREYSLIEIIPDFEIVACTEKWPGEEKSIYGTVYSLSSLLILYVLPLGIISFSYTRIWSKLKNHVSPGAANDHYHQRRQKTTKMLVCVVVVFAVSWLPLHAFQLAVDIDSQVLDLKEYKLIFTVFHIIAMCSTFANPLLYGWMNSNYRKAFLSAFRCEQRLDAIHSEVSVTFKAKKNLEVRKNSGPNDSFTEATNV
Yeast life ext: yeast lifespan extension; S. cerevisiae growth with nicotinamide, OD615; deaD strain in restrictive glucose medium; inhibition of the nicotinamide effect, % at 10 µM; 130,000 tested, 0.68% active; AID 775;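 active = inhibition above a set limit, placed 3 SD over the median of all compounds, cut at about 26% in these data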;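 note: 0% = nicotinamide-treated wells and 100% = cells grown without nicotinamide; some compounds called inactive have numbers as strong as hits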
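System: DeaD-strain S. cerevisiae / Buffer or medium: CSMM-D, restrictive glucose (dextrose) synthetic minimal medium / Probe or stimulus: nicotinamide, 1.5 mM, co-present with compound / Compound: one concentration, 10 µM, DMSO 0.25% / Incubation: 48 h compound exposure at 30 °C, humidified / Technique: optical density (absorbance) at 615 nm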
GALR2 blocker: antagonists of human galanin receptor 2 (GALR2). O43603. GALR2-expressing cells, antagonist mode. inhibition, % at 4 µM. 140,000 tested, 0.39% active. AID 828; in the data active = inhibition above about 27%;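 note: cells stimulated with galanin 1-16 at roughly its EC80; 0% = agonist challenge control and 100% = basal control without agonist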
Target sequence (O43603 whole entry, looked up): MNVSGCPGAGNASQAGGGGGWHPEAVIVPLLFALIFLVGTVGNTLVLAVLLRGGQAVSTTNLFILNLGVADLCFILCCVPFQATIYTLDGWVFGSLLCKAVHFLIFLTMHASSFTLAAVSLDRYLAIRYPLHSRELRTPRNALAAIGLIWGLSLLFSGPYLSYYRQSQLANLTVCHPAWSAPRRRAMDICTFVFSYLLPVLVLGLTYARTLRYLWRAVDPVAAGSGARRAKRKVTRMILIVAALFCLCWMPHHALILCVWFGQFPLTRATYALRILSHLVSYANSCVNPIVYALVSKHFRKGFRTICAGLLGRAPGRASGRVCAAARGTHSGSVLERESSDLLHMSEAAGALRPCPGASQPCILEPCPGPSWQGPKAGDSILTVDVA
Measles CPE: protection of cells from measles virus; Measles virus-infected cells, CPE protection, absorbance; 140,000 tested, 1.5% active; AID 841; protection (pct of control), % at 4 µM; in the data active = protection mostly above about 24%, no sharp cut-off; inactive = mostly below about 26%; note: some compounds called inactive have numbers as strong as hits
BB579 growth dn: yeast BB579 growth reduction in restrictive medium; S. cerevisiae BB579 growth, OD615, 48 h; inhibition, % at 10 µM; 140,000 tested, 0.51% active; AID 804;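 active = inhibition above a set limit, 3 SD over the mean compound inhibition, cut at about 44% in these data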; note: inactives centre near -24
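Assay system: S. cerevisiae DeaD strain BB579 yeast. Medium: CSMM-D restrictive synthetic medium containing dextrose (glucose). Times: 4 h cell preincubation, 48 h compound exposure, 30 °C humidified. Signal: OD615 turbidity measurement. Benchmarks: positive control amphotericin B 10 µg/mL.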
HCT116 bCat-KO: beta-catenin-lacking colon tumor cell growth suppression; HCT116 beta-catenin knockout viability, CellTiter-Glo, 60 h; hits give low values; viability, % at 10 µM; 140,000 tested, 1.5% active;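 active = viability at or under a set limit, the compound median less 4 SD, cut at about 6% in these data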;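 note: 0% = Hyamine 1622 control at 20 µM and 100% = untreated cell control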
MRP1 act: MRP-1 activation; H69AR cells + doxorubicin, viability rescue, CellTiter-Glo; viability increase, % at 10 µM; 140,000 tested, 0.61% active; AID 799;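 active = viability gain under doxorubicin at or above a set limit, the compound median plus 3 SD, cut at about 4.7% in these data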;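 note: MRP-1 overexpressing cells given doxorubicin 25 µM after compound pretreatment; 18-22 h compound pretreatment then 72 h with doxorubicin before readout; 0% = doxorubicin-only wells and 100% = vehicle-treated cells without doxorubicin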
E-sel TNF inh: TNF alpha driven E-selectin expression inhibition | inhibition, % at 2 µM | HUVEC TNFa-induced E-selectin immunofluorescence, high content | 120,000 tested, 0.71% active;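 active = inhibition above the batch mean plus 3 SD, and confirmed as a hit on visual image review, cut at about 43% in these data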;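 note: 0% = TNF-stimulated DMSO wells and 100% = unstimulated control wells; not every result past the cut was called active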
Phagocyt inh: macrophage phagocytosis inhibition; J774A.1 macrophage IgG-bead phagocytosis, imaging; inhibition, % at 5 µM; 110,000 tested, 0.07% active;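 active = inhibition above the mean of the plate negative controls plus 5 SD, cut at about 13% in these data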;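 note: phagocytic index as fraction of beads internalized from green versus red external bead signal; plate controls were DMSO negative control for no effect and cytochalasin-D positive control for full effect; some results beyond the cut were filed as inactive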
* hit, by the source's call; · = not tested or not shown.

SMILES	PTEN del growth	NPY-Y2 antag	Yeast life ext	GALR2 blocker	Measles CPE	BB579 growth dn	HCT116 bCat-KO	MRP1 act	E-sel TNF inh	Phagocyt inh
CCC(CC)COC(=O)C(C#N)c1nc2ccccc2nc1N1CCOCC1 (centres undefined)	83	4	-2	1	3	-14	82	2.9	12	3
CCCC(=O)Oc1ccc2c(C)cc(=O)oc2c1	96	3	-3	-9	9	-23	96	-2.7	·	-5
O=C(CCCCCCCCC(=O)N/N=C/c1ccco1)N/N=C/c1ccco1	94	2	0	-11	10	-49	94	-2.5	8	-3
CCOc1ccc(/C=C/C(=O)Nc2ccc(N3CCOCC3)cc2)cc1	84	-1	-6	-11	3	-59	88	-1.3	0	-2
CCN(Cc1nc2ccccc2c(=O)[nH]1)Cc1nc2cc(OC)c(OC)cc2c(=O)[nH]1	100	3	-6	-9	8	-58	97	-1.0	-16	-2
Cc1nnc(NCc2n[nH]c(=O)c3ccccc23)c2ccccc12	84	2	-8	3	7	1	71	-1.9	7	1
CCN(C(=O)c1cc2cccc(OC)c2oc1=O)c1ccccc1	102	3	-8	7	9	-18	98	0.1	-19	2
Cc1ccccc1OCCCCc1c(C)n[nH]c1C	65	2	-14	0	11	4	48	-0.9	·	0
CC(C)OC(=O)c1nnn(-c2nonc2N)c1CSc1ccccn1	80	2	-4	-6	18	-34	93	-3.1	-3	-1
CCCc1nnc(SCC(=O)N2CCCC2)n1CC1CCCO1 (centres undefined)	108	1	-7	-3	3	-46	91	-1.0	-13	-3
O=C(CCC(=O)Nc1ccccc1)NNC(=O)c1cccs1	94	1	-3	6	8	-27	87	0.4	-32	·
CN1CCN(c2nc(-c3ccncc3)nc3ccccc23)CC1	14	3	-11	-1	21	-19	17	-4.2	21	1
COc1ccnc(Oc2ccc(F)cc2)c1C(=O)N/C=N/OCc1ccc(Cl)cc1Cl	68	5	-14	-6	29*	-3	89	-0.4	45	-1
OC(C#CCN1CCOCC1)c1cccs1 (centres undefined)	85	4	-2	7	14	-25	86	-0.8	-32	0
CC(C)(C)C(=O)NC(=S)Nc1cc(C(F)(F)F)ccc1N1CCOCC1	96	1	-2	0	3	-73	93	-1.1	-4	0
N=C1C(c2nc(-c3ccc(F)cc3)cs2)=C(O)CN1CCCN1CCOCC1	68	-1	-24	-17	4	-38	63	-2.2	-1	·
COc1cc(C(=O)Nc2cc(-c3ccccc3)[nH]n2)cc(OC)c1OC	48	·	·	·	7	-32	67	-6.4	·	3
CCCn1c(SCC(=O)c2cc(C)n(-c3ccc4c(c3)OCO4)c2C)n[nH]c1=O	62	5	-6	3	2	-50	45	-1.8	-60	-6
CCOC(=O)Cn1nnnc1CN(Cc1ccc(OC)cc1)Cc1cc2cc(C)ccc2[nH]c1=O	88	8	-2	-12	10	-6	86	-3.8	4	·
O=C(CCCCCCCC(=O)NCC1CCCO1)NCC1CCCO1 (centres undefined)	102	2	·	3	9	-14	100	-2.2	13	·
CCCOc1cccc(C(=O)Nc2cc(NC(=O)c3ccco3)ccc2OC)c1	75	1	-8	9	6	-29	88	-2.2	-9	-4
COc1cc(C)ccc1OCCOCCN(C)Cc1ccccc1	72	5	5	-9	7	13	61	-3.5	-2	-2
COc1ccc(-c2noc(-c3cccc(Cl)c3)n2)cc1OC	6	2	-1	1	4	-73	14	-3.2	-5	-3
NS(=O)(=O)c1ccc(NC(=O)COC(=O)c2c3c(nc4ccccc24)/C(=C\c2ccc4c(c2)OCO4)CCC3)cc1	24	0	-5	-3	13	-43	34	-4.8	·	4
C=CCOn1c(=O)c(-c2cccs2)[n+]([O-])c2ccccc21	88	3	4	14	14	-31	88	-0.6	-26	0

Marked active in Measles CPE, of those listed so far:
molecule,NPY-Y2 antag,Yeast life ext,GALR2 blocker,Measles CPE,BB579 growth dn,E-sel TNF inh,Phagocyt inh
COc1ccnc(Oc2ccc(F)cc2)c1C(=O)N/C=N/OCc1ccc(Cl)cc1Cl,5,-14,-6,29*,-3,45,-1

Further compounds follow:
SMILES	PTEN del growth	NPY-Y2 antag	Yeast life ext	GALR2 blocker	Measles CPE	BB579 growth dn	HCT116 bCat-KO	MRP1 act	E-sel TNF inh	Phagocyt inh
C=CCN=C1SCC(=O)N1S(=O)(=O)c1ccc(C)cc1	96	3	-4	-4	3	-29	98	0.3	-4	·
C/C(=C\c1ccccc1)CN1CCC(C(=O)N2CCCCC2)CC1	98	3	8	-6	15	-13	86	-1.6	·	-3
O=C(CSc1nnc(Cc2cc(=O)[nH]c(=O)[nH]2)n1-c1ccc(Cl)cc1)NC1CCCC1	104	2	-8	5	8	-28	98	0.4	·	0
CCCCSc1nc(C)cc(NC(=S)Nc2ccc(OC)cc2)n1	40	-1	3	1	25	-49	28	-2.6	-4	·
Cc1ccc(-c2nn(-c3ccccc3)cc2C(=O)N2CCOCC2)cc1	93	1	-5	13	18	-16	102	-1.8	-5	0
COc1ccc(C2C(C(=O)c3ccc(C)o3)=C(O)C(=O)N2c2cc(C)on2)cc1OC (centres undefined)	97	2	1	0	4	-7	104	-0.6	15	-1
CCCCN1C2CCCC1CC(NC(=O)C1CCCCC1)C2 (centres undefined)	95	4	·	7	3	-27	96	-1.7	24	·
COc1ccc(CN(Cc2cc3cc(C)ccc3[nH]c2=O)C(=O)N(C)C)cc1	90	1	-19	8	5	-45	101	-2.2	-72	-1
CCOc1ccccc1NC(=O)C1CCCN(S(=O)(=O)c2c(C)[nH]c(=O)[nH]c2=O)C1 (centres undefined)	97	2	-4	0	7	-24	93	-0.2	15	·
C=CCNC(=O)COc1cc(C)ccc1C	89	1	-2	1	10	-49	88	-0.9	·	-5
COc1ccc(-c2ccnc(-c3ccc(OCCCF)cc3)n2)cc1	62	2	-15	9	6	-36	64	-1.7	12	0
CCCCNC(=O)Oc1cccc(N2CCCC2=O)c1	105	-1	-18	4	44	-36	93	-4.3	0	0
C=C(C)CNC(=S)Nc1cccc2cnccc12	100	0	-3	12	28	3	85	-1.5	-15	-10
CC(=O)NCCn1c(SCc2ccc(C)cc2)nc2ccccc2c1=O	81	2	-17	-13	3	-36	75	0.8	-10	1
COc1ccccc1NCCC(=O)OCC(=O)NCc1ccco1	98	3	-11	5	20	-19	104	-2.3	·	1
CN1/C(=C\C(=O)c2cccs2)C(C)(C)c2ccccc21	84	4	-4	4	5	-35	85	0.4	·	-9
CCOc1ccccc1NC(=O)CSc1c(C)n[nH]c1C	107	1	-7	7	5	12	100	-0.7	1	-1
Cc1nc2c(c(C)c1C#N)C(=O)c1ccccc1-2	91	1	-7	7	16	64*	86	-1.4	·	·
CCCCn1c(SCc2ccccn2)nc2c1c(=O)n(C)c(=O)n2C	93	4	·	-13	8	-42	88	-0.9	-27	·
Cc1ccccc1NC(=S)N(CCCN1CCC(C)CC1)Cc1ccco1	92	8	0	4	7	-16	86	-2.7	-17	-12
Cc1c(NC(=O)c2ccc(N3CCCC3)c([N+](=O)[O-])c2)cccc1-c1nc2ccccc2s1	88	3	-13	5	6	-43	82	0.3	-20	1
O=C(NNS(=O)(=O)c1ccc(Cl)cc1)C1CCN(Cc2ccccc2)CC1	90	1	-16	2	3	-2	97	-2.6	20	·
FC(F)(F)c1nnc(-c2ccccc2)nc1Oc1ccccc1	106	1	-1	0	0	-29	90	-2.5	·	2
O=C(Oc1cccc(NC(=O)c2ccco2)c1)c1cccc(S(=O)(=O)N2CCCC2)c1	113	2	-1	0	25	-57	108	-1.0	3	-2
COc1ccc(C(=O)N2c3ccc(F)cc3CCC2C)cc1OC (centres undefined)	87	6	-9	-6	12	-8	88	-1.6	-10	-1
Other records
SMILES	PTEN del growth	NPY-Y2 antag	Yeast life ext	GALR2 blocker	Measles CPE	BB579 growth dn	HCT116 bCat-KO	MRP1 act	E-sel TNF inh	Phagocyt inh
Cn1c(=O)c2c(n(Cc3ccccc3)c1=O)NC(=O)C2CC(=O)N1CCc2ccccc2C1 (centres undefined)	76	4	-8	11	3	-41	73	-3.1	-24	0
CCOC(=O)NCc1ccc2c(c1)OCO2	96	4	-7	-12	22	-29	88	-1.3	-2	0
Cc1ccsc1/C=C(\C#N)C(=O)Nc1c(C)n(C)n(-c2ccccc2)c1=O	93	4	1	-5	23	-37	89	-1.9	·	-3
COc1ccc(-c2[nH]nc3oc(=O)cc(C)c23)cc1	87	1	-21	-16	5	7	96	-0.4	-4	1
N/C(=N\OC(=O)COc1ccccc1)c1ccccn1	105	-2	-5	-2	12	11	107	2.3	·	-7
Cc1cc2c(c(=O)n1CCN(C)C)C(c1ccc(Cl)cc1)C(C#N)=C(N)O2 (centres undefined)	98	2	-1	0	10	-20	91	-3.6	-33	-2
CCc1ccc(NC(=O)Cc2cn(C)c3ccccc23)cc1	91	1	6	0	6	-32	100	-2.4	28	0
O=C(NCc1ccccn1)NC1CCCCC1	101	2	6	-8	8	-48	96	-0.5	·	-4
COc1ccc2c(c1)c(C(O)CN1CCC(Cc3ccccc3)CC1)c(C)n2C (centres undefined)	13	12	-19	-6	3	-31	11	-5.5	5	1
O=C(Nc1ccccn1)c1cc2ccccc2o1	51	3	·	8	23	12	48	-5.5	-2	·
COc1ccc(NC(=O)NCCN2CCN(c3cccc(Cl)c3)CC2)cc1	100	3	-9	7	3	6	83	-2.7	1	1
O=C(O)CSCc1ccc(Cl)cc1	103	6	0	1	3	-25	91	-1.4	-14	-2
COCCN(C(=O)CC(C)(C)C)c1nnc(-c2cccnc2)s1	94	3	·	-1	19	-20	95	-0.8	3	·
CCOC(=O)c1cccc(NC(=O)CSc2nnc(C3CCCCC3)n2CC)c1	99	4	-18	-4	17	-20	98	-2.5	-36	0
O=C(Nc1ccccc1OC(F)F)c1ccccc1	105	1	-9	-5	2	-6	99	0.6	16	-1
CC1(C)CC(=O)C2=C(C1)N(c1ccccc1)C(N)=C(C#N)C2c1ccccc1 (centres undefined)	99	1	-1	-10	8	-52	89	-5.8	-20	·
CC(=O)c1cccc(NS(=O)(=O)c2c(C)n[nH]c2C)c1	105	-3	-13	-8	4	-33	98	-0.9	-1	-1
CN1C(=O)C2(C(C#N)=C(N)N(c3ccc(Cl)cc3)C3=C2C(=O)CC(C)(C)C3)c2ccccc21 (centres undefined)	82	-3	-4	-6	9	-36	82	-3.8	2	0
CCCc1nn(CCc2ccccn2)c(N)c1CC	95	1	-7	8	11	-17	98	-1.2	-5	0
Cc1ccc(S(=O)(=O)N2CCN(C3CC(=O)N(CCc4ccccc4)C3=O)CC2)cc1C (centres undefined)	·	0	-1	5	5	-16	77	0.4	·	·
O=C(CSc1cccc[n+]1[O-])Nc1cc2c(cc1Cl)C(=O)c1ccccc1C2=O	81	1	-8	-17	24*	41	83	-3.0	0	-3
CCC(=O)Oc1ccc2c(C)cc(=O)oc2c1C	106	4	-22	10	7	-43	123	-3.4	-10	0
O=C(Nc1ccc2ccccc2c1)[C@@H]1C[C@H]1[C@@H](NP(=O)(c1ccccc1)c1ccccc1)c1ccccc1	60	1	7	11	9	-30	63	-2.0	14	·
CCOC(=O)N/N=C/c1cn(Cc2ccccc2Cl)c2ccccc12	67	3	-1	-2	4	-5	47	-1.0	-5	19
Cc1cc2c(c(=O)n1C)C(C(C)C)C(C#N)=C(N)O2 (centres undefined)	96	0	-11	-3	7	-7	101	0.1	·	-1
